# Source: PubChem
# FAS-TE inh: FAS thioesterase (human) inhibition. inhibition, % at 15 µM. actives 0.67% (n = 360,000). recombinant FAS-TE, OMFH fluorogenic substrate, fluorescence endpoint;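 active = compounds whose normalised, plate-corrected inhibition of enzyme fluorescence in the single-dose primary screen is 50% or more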;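 also: 0% = DMSO with enzyme and 100% = substrate without enzyme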
# TbMetRS inhib: blocks T. brucei methionyl-tRNA synthetase activity | purified T. brucei MetRS, ATP depletion, Kinase-Glo luminescence | actives 0.4% (n = 360,000) | inhibition, % at 11.9 µM;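 active = inhibition above a per-plate cutoff of the control wells' mean inhibition plus 3 SD, cut at about 5.5% in these data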;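 also: 0% = DMSO wells median and 100% = median of wells with control inhibitor compound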
#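 System: purified T. brucei MetRS enzyme / Detection: Kinase-Glo luciferase luminescence reporting remaining unconsumed ATP / Medium: HEPES buffer with MgCl2, KCl, DTT, spermine, BSA, pyrophosphatase / Replication: singlicate, one well per compound / Evaluation: percent inhibition relative to median high and low control wells / Schedule: 2 h aminoacylation at 25 °C after 15 min preincubation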
# eLon inh: inhibits E. coli Lon protease | P0A9M0 | purified E. coli Lon protease, fluorescence polarization | inhibition, % at 7.94 µM | actives 0.42% (n = 360,000) | AID 602123; in the data active = inhibition above about 13%, passing the limit was not always enough;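 also: 0% = enzyme with probe and DMSO and 100% = no enzyme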
# MsrA inhibitor: inhibits bovine methionine sulfoxide reductase A | actives 0.75% (n = 360,000) | inhibition, % at 15.5 µM | purified bovine MsrA, absorbance read-out | AID 651718; in the data active = inhibition above about 4.5%;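 also: 0% = vehicle wells with enzyme and 100% = reference inhibitor wells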
# Neddylation inh: blocks human cullin neddylation. TR-FRET cullin neddylation, biochemical. actives 0.58% (n = 360,000). P61081+Q13564. calls only at 25 µM; in the data active = inhibition above about 36%
# Target sequence (P61081 whole entry, looked up): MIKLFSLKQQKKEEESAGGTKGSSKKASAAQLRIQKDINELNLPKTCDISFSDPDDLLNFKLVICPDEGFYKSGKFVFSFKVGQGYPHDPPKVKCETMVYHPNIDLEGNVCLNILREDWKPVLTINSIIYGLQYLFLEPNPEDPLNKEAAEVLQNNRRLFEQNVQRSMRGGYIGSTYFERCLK
# Target sequence (Q13564 whole entry, looked up): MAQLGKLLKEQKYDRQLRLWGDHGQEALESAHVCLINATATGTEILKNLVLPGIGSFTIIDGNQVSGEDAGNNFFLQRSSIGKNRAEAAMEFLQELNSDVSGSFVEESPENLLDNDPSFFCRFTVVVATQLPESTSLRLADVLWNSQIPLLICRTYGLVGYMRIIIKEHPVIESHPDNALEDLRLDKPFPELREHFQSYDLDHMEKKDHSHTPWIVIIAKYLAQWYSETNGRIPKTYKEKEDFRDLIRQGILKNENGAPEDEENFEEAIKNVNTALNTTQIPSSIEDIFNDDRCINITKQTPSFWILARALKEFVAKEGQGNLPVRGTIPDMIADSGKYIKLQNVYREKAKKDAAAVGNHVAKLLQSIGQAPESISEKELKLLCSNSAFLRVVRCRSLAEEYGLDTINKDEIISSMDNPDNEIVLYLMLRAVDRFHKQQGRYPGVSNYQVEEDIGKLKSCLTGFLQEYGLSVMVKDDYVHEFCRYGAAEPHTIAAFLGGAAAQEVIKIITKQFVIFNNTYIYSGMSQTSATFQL
# MsrA act: activates bovine MsrA enzyme | purified bovine MsrA, absorbance read-out | activation, % at 10.6 µM | actives 0.3% (n = 360,000) | AID 602163; in the data active = activation above about 7.5%;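 also: 0% = vehicle and 100% = reference activator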
# PABP1 MLLE inh: blocks PAM2 peptide binding to the PABP1 MLLE domain. P11940. GST-MLLE / FITC-PAM2 fluorescence polarization. inhibition, % at 20 µM. actives 0.36% (n = 360,000). AID 588489; in the data active = inhibition above about 35%, passing the limit was not always enough;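 also: plate controls were DMSO wells with GST-MLLE for no effect and wells lacking GST-MLLE protein for full effect; some results filed as inactive read as strong as hits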
# CSN inh: CSN deneddylation inhibition; Purified CSN, SCF-Nedd8-OG deneddylation, fluorescence polarization; inhibition, % at 12.5 µM; actives 0.38% (n = 360,000); AID 651999;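 active = pattern-corrected inhibition above about 35%, with an unprinted fluorescence ratio check between 0.5 and 1.5, limit read from the data, passing the limit was not always enough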;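 also: 0% = enzyme with substrate and 100% = substrate without enzyme; some results filed as inactive read as strong as hits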
#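 Assay system: HEK293T-derived human Csn5 enzyme; quantity: 0.24 nM enzyme; medium: Tris/NaCl/DTT buffer, pH 7.5; also added: substrate SCFSkp2-Nedd8OG, 10 nM; doses: 12.5 µM compound; schedule: 90 min reaction at room temperature; signal: FP; read-out: % inhibition of substrate cleavage by Csn5; benchmarks: substrate-only high control, full reaction low control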
# Rin1 Abl inh: blocks binding of human Rin1 to Abl; P00519+Q13671; TR-FRET Rin1/Abl binding, biochemical; inhibition, % at 7.35 µM; actives 0.4% (n = 360,000); AID 588664; in the data active = inhibition above about 5%, passing the limit was not always enough
# Active calls of the source: *; i = inactive; nt = no result given.
Structure | FAS-TE inh | TbMetRS inhib | eLon inh | MsrA inhibitor | Neddylation inh | MsrA act | PABP1 MLLE inh | CSN inh | Rin1 Abl inh
CN(C)S(=O)(=O)c1cccc(-c2cn3ccccc3n2)c1 | -2 | -0.9 | 3 | -0.3 | i | -3 | 10 | -2 | 1
Cc1ccccc1S(=O)(=O)N1C[C@H]2CON(C)[C@H]2C[C@H]1c1cccc(-c2ccc(C#N)cc2)c1 | 23 | 0.2 | 1 | -0.8 | i | 1 | 6 | -3 | -2
N#CC1(NC(=O)COC(=O)c2nc(Cl)c(Cl)c(N)c2Cl)CCCCC1 | 1 | -0.6 | -5 | -1.7 | i | -9 | -12 | 8 | -3
COc1cccc(C(=O)NNC(=O)C(=O)Nc2ccc(C)c(Cl)c2)c1 | -2 | 0.4 | -9 | 2.0 | i | 1 | -5 | 2 | 0
COc1ccc(-c2nc3ccccc3s2)cc1NC(C)=O | 3 | -1.2 | 16 | 1.2 | i | -12 | -4 | 3 | 0
COc1ccc(C(=O)C[n+]2cccc(C)c2C)cc1[N+](=O)[O-] | -4 | 0.1 | -1 | 1.4 | i | -2 | -5 | -7 | 2
CCOC(=O)N1CCN(C(=O)CSc2nc(=O)n3ccccc3n2)CC1 | 0 | -0.2 | -23 | 1.3 | i | -3 | -5 | -3 | -8
COc1ccc2nc(NCc3ccc(OC)c(OC)c3OC)sc2c1 | 11 | -0.4 | 12 | 2.3 | i | -5 | 13 | -1 | -3
COc1cccc(NC(=O)C2CCCN(S(=O)(=O)c3cccc4nsnc34)C2)c1 (configuration not stated) | 6 | -0.4 | 4 | 0.1 | i | -4 | -5 | 8 | -4
O=C(CCC(=O)N1CCN(C(=O)c2ccco2)CC1)c1ccc(F)cc1 | -3 | 0.2 | -9 | 0.3 | i | -4 | 12 | -14 | 0
COCc1c(C(=O)OCC(=O)N2CCCC2=O)oc2ccccc12 | 0 | -0.3 | 6 | 0.8 | i | -5 | 17 | -3 | 4
CSCCC(NC(=O)C12CC3CC(CC(C3)C1)C2)C(=O)OCC(=O)c1ccccc1 (configuration not stated) | -4 | 0.0 | -11 | -0.7 | i | -6 | -4 | 2 | 3
CCC1(C)C(Nc2c(C)cccc2C)=NC(=S)N1c1ccc(NC(C)=O)cc1 (configuration not stated) | -5 | -1.4 | -14 | 0.2 | i | -11 | -69 | 2 | -1
CCCCC[C@@H](O)c1cc2ccccc2c(=O)o1 | -2 | -0.1 | -8 | -0.4 | i | -3 | 2 | 2 | 1
COc1cc(CCC(=O)OCC(=O)Nc2ccccc2OC(F)F)cc(OC)c1OC | -2 | 0.1 | -2 | -0.5 | i | -1 | -6 | 1 | 2
CN1C[C@@H]2C(c3ccc(Cl)nc3)C3(c4cccnc4)CC2(C3)[C@H]1c1ccccc1 (some centres not stated) | -8 | 0.1 | -7 | -0.5 | i | -3 | -18 | -2 | 3
CCN(C(=O)COC(=O)c1cc(-c2ccccc2)nc2ccc(Br)cc12)C1CCS(=O)(=O)C1 (configuration not stated) | 30 | -1.0 | 0 | 1.3 | i | -10 | -6 | -5 | -11
Cc1ccc(NC(=O)CS(=O)CC(=O)Nc2ccc3c(c2)OCO3)cc1Cl (configuration not stated) | 3 | 9.8* | 1 | 0.8 | i | -3 | -3 | 6 | 2
C=CCn1c(C)cc(-c2csc(N)n2)c1C | -74 | -1.3 | -3 | -0.1 | i | -3 | 28 | -6 | 0
Clc1ccccc1Cn1nnc2c(N3CCCC3)ncnc21 | -2 | -0.7 | -8 | 0.4 | i | 1 | 1 | 6 | -2
COc1cccc(NC(=O)CCCCCN2C(=O)[C@@H]3Cc4ccccc4CN3C2=O)c1 | 0 | -0.6 | 5 | -0.8 | i | -1 | -9 | -4 | -2
COc1ccc(Cl)cc1NC(=S)Nc1cccc(C)c1 | 0 | -2.3 | -2 | -0.9 | i | -13 | 22 | 7 | 0
COc1ccc(S(=O)(=O)NC(CCSC)C(=O)NC2CCCCC2)cc1 (configuration not stated) | -6 | -1.2 | -10 | 1.6 | i | -6 | 6 | -7 | 1
O=C(CC1C(=O)NCCN1Cc1cccc(Oc2ccccc2)c1)NCCCn1cccn1 (configuration not stated) | -2 | 0.2 | 8 | 1.1 | i | -3 | 6 | 2 | 2
Oc1ccc(-c2cccc(-c3ccc(O)cc3)n2)cc1 | 6 | -0.7 | -3 | 0.8 | i | -6 | 0 | 3 | -2
CN(C)CCCNc1ncnc2sc(-c3ccccc3)cc12 | -2 | -0.6 | 3 | 1.3 | i | -4 | -5 | 0 | -7
C=C(C)n1c(=O)[nH]c2ccccc21 | -5 | -0.2 | -3 | 1.1 | i | -9 | -3 | 1 | 3
CC1CCN(C(=O)CCN2C(=O)/C(=C/c3cccs3)SC2=S)CC1 | 12 | -0.1 | -1 | -0.2 | i | -3 | -6 | 8 | 2
O=C(CCc1nnc(Cc2ccc3c(c2)OCO3)o1)N(CC1CCC1)CC1CCCO1 (configuration not stated) | -6 | -0.5 | 4 | 0.2 | i | -6 | 5 | 4 | -2
COc1cccc(C2C3CN(C)CC=C3C(C#N)=C(N)C2(C#N)C#N)c1OC (configuration not stated) | -41 | -0.3 | 53* | 0.5 | i | -4 | 84 | -14 | -5
CCC(C)NC(=O)c1n[nH]c(=O)c2ccccc12 (configuration not stated) | -6 | -0.7 | -10 | 0.9 | i | -1 | 0 | -6 | 2
O=C(c1cnc2nc3ccccc3n2c1)c1cc(F)ccc1O | -2 | 0.5 | -6 | -0.2 | i | -4 | -51 | 11 | 0
CCCc1ccc(OCCNC(=O)c2ccccc2Br)cc1 | 18 | -0.3 | -2 | -0.2 | i | 0 | -8 | -1 | -2
O=C(Cn1cc(C(=O)C2CC2)c2ccccc21)Nc1ccccc1Cl | -5 | 0.1 | -4 | 0.8 | i | -1 | -11 | 0 | 2
COC(=O)c1ccccc1NC(=O)Cn1cnc2c1c(=O)n(C)c(=O)n2C | -4 | -0.1 | 2 | 0.9 | i | -4 | -3 | 3 | 0
Cc1cc(NC(=O)C(C)SCC(=O)OCc2c(Cl)cccc2Cl)no1 (configuration not stated) | 9 | -0.5 | -2 | 0.1 | i | -3 | -4 | 2 | 1
COc1cccc(C(=O)Nc2cccc(OCC(=O)O)c2)c1 | -7 | -1.1 | 6 | nt | i | -4 | -2 | 1 | 4
O=C(CCN1CCN(C(c2ccccc2)c2ccccc2)CC1)N/N=C/c1ccc(O)cc1O | 16 | -0.1 | 2 | -0.2 | i | -1 | 0 | 0 | 0
CC(C)=NOc1nc(N2CCOCC2)nc(N2CCOCC2)n1 | -7 | 0.0 | 3 | -0.6 | i | -2 | 9 | -3 | 0
Cc1cccc(NC(=O)c2ccccc2OCC(=O)N2CCOCC2)c1C | -4 | -0.8 | -7 | -0.6 | i | -3 | -12 | -1 | 3
Cc1ccc(S(=O)(=O)N2CCC(=O)N(C(COCc3cccc(Cl)c3)C(C)C)CC2)cc1 (configuration not stated) | 32 | -0.2 | 4 | 1.6 | i | -1 | -3 | -1 | -1
CCn1cc(S(=O)(=O)Nc2ccc(C)c(Cl)c2)cn1 | -2 | -0.2 | 0 | -0.8 | i | -3 | -7 | -4 | -3
O=c1cc(-c2cccnc2)oc2c1ccc1ccccc12 | 4 | 0.5 | 5 | -0.8 | nt | -2 | 12 | 0 | -6
CN(Cc1ccccc1C#N)S(=O)(=O)c1cccs1 | 2 | 0.3 | -7 | 2.0 | i | 0 | -7 | 2 | 1
Cc1c(N(C(=O)Nc2ccccc2)C2=NCC(C)S2)c(=O)n(-c2ccccc2)n1C (configuration not stated) | 1 | 0.3 | -6 | 0.4 | i | 0 | -4 | 2 | 1
CCCC1=C(C(=O)OCC)C(c2cccs2)C(C#N)=C(N)O1 (configuration not stated) | 5 | 0.7 | -11 | 0.2 | i | -2 | 13 | -13 | 3
Cc1cc(-c2nc3ccccc3o2)c2ccccc2n1 | 3 | -0.8 | -4 | 0.2 | i | -6 | 9 | -4 | 2

# Entries of single compounds as entered above. Screens in order: FAS-TE inh | TbMetRS inhib | eLon inh | MsrA inhibitor | Neddylation inh | MsrA act | PABP1 MLLE inh | CSN inh | Rin1 Abl inh
# Results for CCCc1ccc(OCCNC(=O)c2ccccc2Br)cc1 → 18 | -0.3 | -2 | -0.2 | i | 0 | -8 | -1 | -2
# Results for CN(Cc1ccccc1C#N)S(=O)(=O)c1cccs1 → 2 | 0.3 | -7 | 2.0 | i | 0 | -7 | 2 | 1
# Results for O=C(Cn1cc(C(=O)C2CC2)c2ccccc21)Nc1ccccc1Cl → -5 | 0.1 | -4 | 0.8 | i | -1 | -11 | 0 | 2
# Results for CCC(C)NC(=O)c1n[nH]c(=O)c2ccccc12 (configuration not stated) → -6 | -0.7 | -10 | 0.9 | i | -1 | 0 | -6 | 2

# 6 entries out of the list above, ordered by their value in MsrA inhibitor, descending.
SMILES,TbMetRS inhib,eLon inh,MsrA inhibitor,Neddylation inh,MsrA act,PABP1 MLLE inh,CSN inh,Rin1 Abl inh
Cc1ccc(S(=O)(=O)N2CCC(=O)N(C(COCc3cccc(Cl)c3)C(C)C)CC2)cc1 (configuration not stated),-0.2,4,1.6,i,-1,-3,-1,-1
CCC(C)NC(=O)c1n[nH]c(=O)c2ccccc12 (configuration not stated),-0.7,-10,0.9,i,-1,0,-6,2
CCCC1=C(C(=O)OCC)C(c2cccs2)C(C#N)=C(N)O1 (configuration not stated),0.7,-11,0.2,i,-2,13,-13,3
CCCc1ccc(OCCNC(=O)c2ccccc2Br)cc1,-0.3,-2,-0.2,i,0,-8,-1,-2
Cc1cccc(NC(=O)c2ccccc2OCC(=O)N2CCOCC2)c1C,-0.8,-7,-0.6,i,-3,-12,-1,3
CCn1cc(S(=O)(=O)Nc2ccc(C)c(Cl)c2)cn1,-0.2,0,-0.8,i,-3,-7,-4,-3
